# Assay outcomes from PubChem.
# FEN1 inhibitor = blocks human flap endonuclease 1. P39748. Recombinant FEN1 flap cleavage, fluorescence, 15 min. Potency, µM (top dose mostly 114 µM), without a hit: at the highest dose activity change, negative = inhibition, actives largely listed as inhibitors. 390,000 tested, 0.35% active. AID 588795; also: nearly all actives have a fitted effect of over 65% in size
#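 Nuclease activity of 10 nM FEN1 was measured after 15 min of room-temperature exposure to titrated compounds, by adding 50 nM flap substrate and reading plates at 0 and 15 min.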
# N370S GC = inhibitors or activators of N370S glucocerebrosidase for Gaucher disease | P04062 | N370S GC spleen homogenate, 4MU-glucoside fluorescence | Potency, µM (top dose mostly 59.4 µM), for the others: top-dose activity change, negative = inhibition, actives largely listed as inhibitors | 330,000 tested, 0.092% active | AID 2101;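 also: 0% = full enzyme activity and -100% = no enzyme basal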
# KAT2A inh = blocks human GCN5L2 histone acetyltransferase; Q92830; GCN5L2 HAT assay, ThioGlo1 CoA-SH fluorescence; Potency, µM (titrated, usually from 58.9 µM), for the others: top-dose activity change, negative = inhibition, usual class: inhibitors; 390,000 tested, 0.21% active
# Target sequence (Q92830 whole entry, looked up): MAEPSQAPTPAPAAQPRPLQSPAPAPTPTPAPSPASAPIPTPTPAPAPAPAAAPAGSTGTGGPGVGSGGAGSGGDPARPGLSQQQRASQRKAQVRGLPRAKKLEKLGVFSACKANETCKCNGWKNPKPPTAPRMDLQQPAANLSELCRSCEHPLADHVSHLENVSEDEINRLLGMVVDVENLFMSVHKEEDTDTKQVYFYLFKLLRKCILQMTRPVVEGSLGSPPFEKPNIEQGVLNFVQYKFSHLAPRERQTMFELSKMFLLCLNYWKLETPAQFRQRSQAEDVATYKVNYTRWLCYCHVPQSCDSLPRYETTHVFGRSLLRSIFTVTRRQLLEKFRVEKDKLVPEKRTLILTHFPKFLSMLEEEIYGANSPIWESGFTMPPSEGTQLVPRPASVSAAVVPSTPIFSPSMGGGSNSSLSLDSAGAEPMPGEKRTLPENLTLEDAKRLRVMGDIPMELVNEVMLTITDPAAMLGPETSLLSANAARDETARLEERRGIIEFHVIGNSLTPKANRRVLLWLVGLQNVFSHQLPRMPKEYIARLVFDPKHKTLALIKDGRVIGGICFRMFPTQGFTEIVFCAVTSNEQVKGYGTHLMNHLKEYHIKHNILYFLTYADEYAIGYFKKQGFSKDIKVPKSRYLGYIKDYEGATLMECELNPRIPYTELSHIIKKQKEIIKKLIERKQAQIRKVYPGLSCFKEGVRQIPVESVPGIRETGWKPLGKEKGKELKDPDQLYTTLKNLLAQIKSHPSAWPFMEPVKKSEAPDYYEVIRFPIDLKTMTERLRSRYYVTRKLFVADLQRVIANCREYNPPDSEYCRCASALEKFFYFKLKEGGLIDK
#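 qHTS, 1536-well. 20nM enzyme, pH 7.5 HEPES/EDTA/Tween-20 buffer; 15 min compound preinc., RT. Start: 75uM H3(1-25), 70uM AcCoA, 50uM ThioGlo1. Read Ex340/Em540 at t=0 (autofluorescence flag) and t=20 min.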
# Active calls of the source: *; ? = inconclusive; nt = not tested or not shown; & = joins results of further samples; [ ] = another dose, or the depositor's remark. Calls follow the shape of the dose curve; as a rule, active = well fitted curve in the direction sought with a large enough effect; inconclusive = small, poorly fitted or top-dose-only effect, or another doubt; inactive = no such curve, though single readings can be large; an effect the other way counts as inactive or inconclusive. Unless noted, % is scaled to controls: 0 for no effect and ±100 for the full control effect; potency is read from the fitted curve at half-maximal effect.
SMILES,FEN1 inhibitor,N370S GC,KAT2A inh
Cc1c(NC(=O)c2cccc(NC(=O)COc3ccccc3)c2)c(=O)n(-c2ccccc2)n1C,-15%,nt,-1%
CCOC(=O)CSc1nc2ccccc2c(=O)n1CC1CCCO1 (stereo not given),-4%,-23%,-2%
Cc1ccc(-c2cc(C(=O)N/N=C/c3c[nH]c4ccccc34)n[nH]2)o1,-7%,-23%,-5%
Cc1ccc(CSCC(=O)N(CCC(C)C)c2c(N)n(Cc3ccccc3)c(=O)[nH]c2=O)cc1,5%,-11%,-5%
COc1ccc(C(=O)NCC(c2ccc(N(C)C)cc2)N2CCc3ccccc32)cc1OC (stereo not given),-15%,nt,-19%
c1ccc2oc(-c3ccc(Nc4nc(N5CCCC5)nc(N5CCOCC5)n4)cc3)nc2c1,nt,2%,-10%
CC(Oc1ccc(Cl)cc1)c1ccnn1S(=O)(=O)c1ccccc1 (stereo not given),-21%,8%,-25%
CCCCOc1c(Br)cc(/C=N/O)cc1OCC,2%,6%,-13%
CCC(=O)c1ccc(OCC(=O)O)c(OC)c1,10%,-5%,11%
O=C(NNC(=O)c1cc(-c2cccnc2)nc2ccccc12)Nc1ccc(Cl)cc1,-8%,-6%,-2%
CCN(CC)S(=O)(=O)c1ccc(F)cc1,2%,-5%,-5%
OCCN(Cc1ccccc1)Cc1ccc(Cl)cc1Cl,-7%,-3%,?
CCCOc1ccc(C(=O)NNC(=O)CCNC(=O)c2ccccc2Cl)cc1OC,-1%,-11%,-18%
CCN1CCN(C(=O)c2ccc3c(c2)N(Cc2cccc(F)c2)C(=O)c2ccccc2S3)CC1,9%,nt,-11%
COC(=O)CNC(=O)C12CC3CC(C1)CC(c1ccc(C)cc1)(C3)C2,-9%,8%,-4%
COC(=O)c1sccc1NC(=O)C1CCCCC1C(=O)O (stereo not given),-1%,1%,-11%
CNC(=O)c1sc(-c2ccccc2)nc1C,8%,-4%,0%
CCC(C)[C@H](NC(=O)NCCC1=CCCCC1)C(=O)OC (stereo not given in full),-8%,-1%,-6%
O=[N+]([O-])c1ncccc1Oc1nc(-c2cccnc2)nc2ccccc12,-6%,-3%,-8%
COc1ccc(N2C(=O)NC(NC(=O)C(C)(C)C)(C(F)(F)F)C2=O)cc1 (stereo not given),-10%,-8%,19%
Cc1ccccc1Cn1c(=O)n(Cc2ccco2)c(=O)c2oc3ccccc3c21,21%,nt,-3%
NS(=O)(=O)c1ccc(NC(=O)c2ccc(S(=O)(=O)N3CCOCC3)o2)cc1,-5%,0%,-2%
CCOC(=O)C1=C(CN2CCN(C(=O)c3ccco3)CC2)NC(=O)NC1c1ccc(OC(C)C)cc1 (stereo not given),14%,5%,-3%
CS(=O)(=O)c1ccc2nc(NC(=O)C3CC(=O)N(c4ccc(F)cc4)C3)sc2c1 (stereo not given),8%,-8%,-6%
CCOC(=O)c1sc2nc(CC(=O)OC)nc(NCc3ccc(Cl)cc3)c2c1C,-20%,-3%,0%
O=C(Cn1cnc([N+](=O)[O-])n1)NCCc1ccccc1,-7%,2%,4%
COc1ccc(OC)c(NC(=O)COC(=O)C2CCC2)c1,-6%,nt,1%
CC(C)c1c(C(=O)N/N=C/c2ccc(-c3ccccc3)cc2)nnn1-c1nonc1N,0%,-14%,-7%
COc1ccc(N2CCN(CCNC(=O)c3ccc4c(c3)[nH]c(=S)n3c5ccccc5nc43)CC2)cc1,1%,-6%,3%
O=C(COC(=O)CCNS(=O)(=O)c1ccc(Cl)cc1)Nc1ccccc1OC(F)F,0%,-11%,-4%
COc1ccc(CCNC(=O)C2CCC(=O)N(CC3CCCCC3)C2)cc1 (stereo not given),4%,0%,12%
O=C(CN1C(=O)c2cccnc2Oc2ccc(Cl)cc21)N1CCCC1,20%,-1%,-5%
CCc1cc2c(SCC(=O)N3CCCC3=O)ncnc2s1,0%,nt,1%
CCOC(=O)c1c(NC(=O)COc2c(C)cc(Cl)cc2Cl)sc2c1CCCC2,9%,nt,3%
COc1ccc2oc(=O)c(C(=O)N3CCN(C(=O)c4ccccc4)CC3)cc2c1,1%,?,-12%
CNc1oc(-c2cccs2)nc1C#N,6%,18%,-10%
CN(C)C(=O)c1coc2nc3ccccc3nc12,-13%,?,-3%
CCN(CC)S(=O)(=O)c1ccc(C(=O)NCC2CCCCC2)cc1,-12%,-1%,-5%
COCCNC(=O)C(c1c[nH]c2ccccc12)N(C(=O)c1snc(C(N)=O)c1N)c1cccc(OC)c1 (stereo not given),-13%,-10%,-2%
CCOc1ccc(CCNc2nc3ccccc3n3cnnc23)cc1OCC,3%,-11%,-6%
Cc1c(NC(=O)CN(c2ccc(F)cc2)S(=O)(=O)c2ccccc2)c(=O)n(-c2ccccc2)n1C,2%,4%,-2%
COc1cc(S(=O)(=O)Nc2ccccc2)ccc1NC=O,8%,3%,-2%
CCN(CC(=O)NCc1ccc(F)cc1)CC(=O)Nc1cc(S(=O)(=O)N(C)C)ccc1C,19%,nt,2%
C=C1c2ccccc2NC(=O)N1c1ccc(C)cc1,0%,22%,0%
O=C(O)CCC(=O)Nc1cccc(-c2csc(-c3ccccc3)n2)c1,11%,0%,-10%
CC(=O)c1c[nH]c(C(=O)Nc2ccc(N3CCCCCC3)cc2)c1,-10%,nt,0%
CC(C)CCn1nc(C(=O)OC(C)C(=O)NC(N)=O)c2ccccc2c1=O (stereo not given),1%,8%,1%
C=CCSc1nc2c(c(=O)[nH]c(=O)n2C)n1Cc1ccccc1,12%,-3%,-6%
CC(CN1CCOCC1)OC(=O)Cc1ccc(Cl)cc1 (stereo not given),3%,6%,-3%
Cc1cc(C(=O)N/N=C/c2sc(N3CCOCC3)nc2-c2ccccc2)c(C)o1,-2%,-18%,-17%
O=C(CNC(=O)c1cccs1)NCC(=O)OCc1ccccc1Cl,0%,?,3.2µM*
Cc1ccc(-c2csc3n[nH]c(=S)n23)cc1,?,1%,25µM*
COc1ccc(N(CC(=O)NCCSCc2ccco2)S(=O)(=O)c2ccc(C)cc2)cc1,4%,5%,-20%
CCOc1cc(C(=O)NC(=S)Nc2nc(C)cc(C)n2)cc(OCC)c1OCC,-11%,?,-1%
CC(=O)Nc1ccc(S(=O)(=O)NC(C(=O)O)C(C)O)cc1 (stereo not given),-5%,-8%,-15%
CC1CCN(C2(O)C(=O)Nc3ccc([N+](=O)[O-])cc32)CC1 (stereo not given),5%,10%,-10%
CN1CC(=O)N(CC(=O)Nc2ccc(N(C)C)cc2)c2ccccc2C1=O,-2%,22%,nt
CC(=O)NC(=S)Nc1ccc(NC(=O)COc2ccc(Cl)cc2)cc1,3%,-6%,-2%
COc1ccccc1CNC(=O)C1CCN(S(=O)(=O)c2c(C)noc2/C=C/c2c(C)cc(C)cc2C)CC1,-6%,nt,-10%
Cc1cc(C)n(CCN(C)C(=O)CCc2nnc(-c3ccc4c(c3)OCO4)o2)n1,0%,6%,-18%

# 6 records picked at random from those above:
SMILES,FEN1 inhibitor,N370S GC,KAT2A inh
CCN(CC(=O)NCc1ccc(F)cc1)CC(=O)Nc1cc(S(=O)(=O)N(C)C)ccc1C,19%,nt,2%
C=C1c2ccccc2NC(=O)N1c1ccc(C)cc1,0%,22%,0%
Cc1ccc(-c2csc3n[nH]c(=S)n23)cc1,?,1%,25µM*
CC(CN1CCOCC1)OC(=O)Cc1ccc(Cl)cc1 (stereo not given),3%,6%,-3%
Cc1c(NC(=O)CN(c2ccc(F)cc2)S(=O)(=O)c2ccccc2)c(=O)n(-c2ccccc2)n1C,2%,4%,-2%
CC1CCN(C2(O)C(=O)Nc3ccc([N+](=O)[O-])cc32)CC1 (stereo not given),5%,10%,-10%

# Part of the list above, limited to FEN1 inhibitor and KAT2A inh:
structure | FEN1 inhibitor | KAT2A inh
CC(=O)NC(=S)Nc1ccc(NC(=O)COc2ccc(Cl)cc2)cc1 | 3% | -2%
CC1CCN(C2(O)C(=O)Nc3ccc([N+](=O)[O-])cc32)CC1 (stereo not given) | 5% | -10%

# (more compounds)
SMILES,FEN1 inhibitor,N370S GC,KAT2A inh
O=C(Nc1cccc(OCc2cc(=O)n3ccccc3n2)c1)Nc1cccc(C(F)(F)F)c1,-2%,nt,-10%
O=C(CCCNC(=O)/C(=C\c1ccc(F)cc1)NC(=O)c1ccccc1)OCc1ccccc1,-1%,27%,-1%
CC(Oc1ccccc1F)C(=O)NNC(=O)CC(C)c1ccccc1 (stereo not given),-1%,-18%,2%
O=c1cc(CN2CCN(c3ccccc3F)CC2)c2cc(O)c(-c3ccccc3)cc2o1,3%,1%,-1%
O=C(N=C1SC2CS(=O)(=O)CC2N1c1ccc(F)c(Cl)c1)C1CC1 (stereo not given),17%,1%,-2%
CCOC(=O)C1=C(N)Oc2ccc(Br)cc2C1C(C#N)C(=O)OCC (stereo not given),nt,?,-23%&3%&-8%
CC(C)C(C)NC(=O)CSc1ccc(S(=O)(=O)N2CCOCC2)cn1 (stereo not given),13%,nt,4%
COc1cnc(-c2ccccn2)nc1Sc1ccc(Cl)cc1,-4%,2%,-4%
CCS(=O)(=O)Nc1cc(-c2cn3ccc(C)cc3n2)ccc1C,9%,nt,-2%
Cc1cc(C)nc(/N=C(/NC(=O)c2ccccc2)Nc2ccccc2)n1,-1%,1%,-1%
CC(/C=N/NC(=O)c1cc(C(C)C)[nH]n1)=C\c1ccccc1,22%,4%,-4%
COc1ccc(NC(=O)CN(C)C(=O)CCNS(=O)(=O)c2ccc(Br)cc2)cc1,4%,3%,?
Cc1ccc(Cl)cc1NS(=O)(=O)Cc1ccccc1,12%,-8%,2%
CCN1CCN(CC(=O)Nc2c(OC)cccc2OC)CC1,1%,-13%,10%
COCCNC(=O)C(=O)NNS(=O)(=O)c1ccc2ccccc2c1,11%,4%,2%
COc1cc(OC)cc(C(=O)NCC(=O)Nc2ccc(C)c(Cl)c2)c1,6%,7%,-1%
COc1ccc(/C(N)=N/OC(=O)c2ccc(C)c([N+](=O)[O-])c2)cc1,6%,15%,-1%
COc1ccc(-c2c(C3C4C=CCC(C)C4C(=O)N3Cc3ccccc3)ccc3ccccc23)cc1 (stereo not given),-6%,5%,nt
COc1cc(OC)c(C(=O)Nc2cccnc2)cc1OC,10%,-12%,1%
COc1ccc(S(=O)(=O)N(CC(=O)N2CCN(c3ccccc3OC)CC2)c2ccccc2)cc1,4%,2%,-5%
Brc1cccc(-c2nc(-c3ccncc3)no2)c1,0%,10%,0%
CCCn1c(=N)n(CC(O)COc2ccc(C)cc2)c2ccccc21 (stereo not given),-10%,-1%,3%
COc1ccc(NC(=O)CSc2nc(-c3cccc(C)c3)[nH]c2-c2ccccc2)cc1OC,-10%,nt,-12%
O=C(NCCc1ccccc1)C1CCCN(c2ncnc3c2nc2n3CCCCC2)C1 (stereo not given),35%,15%,-14%
Cc1ccc(-n2c(SCc3nc(-c4ccc(Cl)cc4)no3)nnc2-c2ccncc2)cc1,-17%,nt,-9%
COC(=O)CC1C(=O)NCCN1C(=O)Nc1ccc(Cl)cc1 (stereo not given),8%,4%,?
CCc1cccc(C)c1NC(=O)CSc1nnc(CC)n2c1cc1occc12,10%,nt,2%
Cc1ccsc1C(=O)OCC(=O)NCCNC(=O)COC(=O)c1sccc1C,3%,-14%,-3%
COc1ccc(CNc2ncnc3cc(Cl)ccc23)cc1OC,2%,0%,-3%
O=C(NC1CC(=O)N(c2ccc(Cl)cc2)C1)c1cccs1 (stereo not given),-9%,nt,3%
Cc1cnc(C(=O)Nc2ccc(S(=O)(=O)N(C(C)C)C(C)C)cc2)cn1,-4%,-7%,-8%
Cc1onc(-c2c(F)cccc2Cl)c1C(=O)N(Cc1ccccc1)C(C)C,-3%,-3%,-1%
Fc1ccc(-c2ncc3ccccn23)cc1,-3%,2%,-1%
Cc1ccccc1NC(=O)c1ccccn1,-13%,8%,-5%
CCn1cc(C(=O)OCC(=O)Nc2cccc(Cl)c2C)c(=O)c2ccc(C)nc21,-1%,nt,-1%
CCOc1cc(CNCCO)cc(Br)c1OCc1ccc(Cl)cc1,-11%,?,2%
CCN(CC)c1ccc2c(C)c(-c3ccc(N)cc3)c(=O)oc2c1,6%,16%,-17%
O=C(Nc1ccc2c(c1)OCCO2)c1ccoc1,-3%,3%,0%
COCCNC(=O)C1CC(c2ccccc2[N+](=O)[O-])=NO1 (stereo not given),1%,-2%[12.8 µM],-1%
Cc1ccc(Oc2cc(NC(=O)CCCn3nc([N+](=O)[O-])cc3C)cc([N+](=O)[O-])c2)cc1,-16%,7%,-12%
COC(=O)c1ccc(/C=N/OCC(=O)NC2CCCC(C)C2C)cc1 (stereo not given),-3%,24%,-4%
CC1CCCC(C)N1C(=O)CSc1nccc(=O)[nH]1 (stereo not given),17%,-4%,-2%
CCN(C(=O)NCc1noc2ccccc12)c1cc(C)ccc1C,-11%,nt,-2%

# Only part of the results is shown. The share of hits here may be higher or lower than overall.
